NS5 inhibitors = Dengue-2 NS5 methyltransferase inhibitors, primary screen, biochemical, confirmation dose response (AID 588689); 340,000 compounds, 0.3% hits; Dengue-2 NS5 methyltransferase capping enzyme assay, biochemical; higher % means a stronger effect; one-dose inhibition, % at 25 µM; IC50 in µM for titrated hits; in the data active = a potency from the dose series
K1F lysis inhibition = inhibition of K1F phage lysis, E. coli UTI89, bacterial capsule biogenesis inhibitors, alamar blue (AID 488966); E. coli UTI89 K1F phage lysis, alamar blue, 2 h; higher % means a stronger effect; one-dose inhibition, % at 100 µM; IC50 in µM for titrated hits; 340,000 compounds, 0.02% hits;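 active = phage lysis inhibition, versus mean bacterial control, above a set limit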;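 note: capsule biogenesis inhibitors block K1F phage lysis so surviving cells raise fluorescence; higher fluorescence means more inhibition of phage lysis; actives were called in the ten point dose series up to 300 µM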
NTR1 agonist = NTR1-driven beta-arrestin-GFP spot formation – imaging, U2OS cells, high content, primary screen (AID 493036). P30989. agonist mode. activation, % at 20 µM. 330,000 compounds, 0.17% hits;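 active = activation at or above 40% of the spot to cytoplasm intensity ratio, with at least 20 cells analyzed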;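 note: 0% = DMSO without peptide and 100% = 100 nM NTR1 peptide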
Target sequence (P30989 whole entry, looked up): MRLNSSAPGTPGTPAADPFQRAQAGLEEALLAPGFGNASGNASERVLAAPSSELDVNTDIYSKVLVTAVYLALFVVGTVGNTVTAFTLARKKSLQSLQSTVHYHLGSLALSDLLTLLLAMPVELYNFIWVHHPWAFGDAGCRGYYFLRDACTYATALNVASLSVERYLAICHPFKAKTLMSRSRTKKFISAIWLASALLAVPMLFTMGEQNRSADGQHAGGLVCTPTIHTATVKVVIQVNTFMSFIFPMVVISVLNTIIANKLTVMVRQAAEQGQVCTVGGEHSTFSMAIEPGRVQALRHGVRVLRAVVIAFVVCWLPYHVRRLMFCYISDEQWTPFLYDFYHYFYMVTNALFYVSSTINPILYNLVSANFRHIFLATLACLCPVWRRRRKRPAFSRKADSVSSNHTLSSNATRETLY
NTR1 agonist cell count 20 µM = further read-out of NTR1 agonist, marked with its call; cell count; measured here: cell count, cytotoxicity flag
NS5 inhibitors pilot replicate = recorded beside NS5 inhibitors, whose call it bears; inhibition, %; measured here: pilot screen replicate inhibition
Active calls of the source: *; [ ] = dose if it differs, or a comment. Some of the compounds tested (hit frequency here may not be typical).

SMILES	NS5 inhibitors	K1F lysis inhibition	NTR1 agonist	NTR1 agonist cell count 20 µM	others
O=C(CCSc1ccc(Cl)cc1)N1CCN(S(=O)(=O)c2ccccc2)CC1	9%	-0.4%[50 µM]	2.1	40
COc1ccc(CNC(=O)c2ccc(N3CCC4(CC3)CC(c3ccc(Cl)cc3)=NO4)c(NC(=O)c3ccccc3)c2)cc1	0%	2.8%	-7.3	65
CCN1C(=O)C(=O)N(CC(=O)NC(C)CCc2ccccc2)C1=O (configuration not stated)	-6%	0.3%[50 µM]	0.7	51
CCN(CC)c1ccc(NC(=O)CSC(=O)c2ccccc2)cc1	0%	0.2%[50 µM]	3.1	37
O=C(c1ccc(F)cc1)N1CCCC(c2nc(-c3ccncc3)no2)C1 (configuration not stated)	5%	3.1%	2.4	45
CCN(CC(=O)Nc1c(F)cccc1F)C(=O)c1cnccn1	1%	1.6%[50 µM]	-0.4	63
CCCNC(=O)C(Cc1ccc(C(F)(F)P(=O)(OCC)OCC)cc1)NC(=O)c1ccc(C#N)cc1 (configuration not stated)	3%	0.8%	1.6	53
COc1ccc(NC(=O)CSc2nc3[nH]c(=O)cc(O)c3s2)c(OC)c1	0%	-0.3%[50 µM]	4.4	79
COc1ccc(-c2c(C#Cc3ccsc3)c3cc(-c4cccc5[nH]ccc45)ccc3n2C)cc1	-4%	0.3%	-0.1	52
O=C(CCNS(=O)(=O)c1ccccc1F)OCc1ccccc1Cl	2%	0.7%	2.0	68
O=C1C=C(c2ccc(F)cc2OCc2ccccc2)C[C@@H](c2ccc(Cl)cc2)C1	-7%	-0.4%	2.1	64
COc1ccc(CC(=O)OC(C)C(=O)Nc2ccc(Cl)cn2)cc1 (configuration not stated)	-10%	0.6%[50 µM]	-0.5	58
CCOC(=O)c1c(C)[nH]c(C)c1C(=O)CN1C(=O)NC2(CCCCCC2)C1=O	1%	0.2%[50 µM]	1.1	66
C=C1CCN([C@@H](CC(C)C)C(=O)N2CCOCC2)S(=O)(=O)c2ccccc21	2%	-0.3%	-0.6	77
CCCCn1c(N)c(N(CCOC)C(=O)COC(=O)COc2cc(C)ccc2Cl)c(=O)[nH]c1=O	-2%	0.5%[50 µM]	-1.2	62
CCOc1cc(N2CCOCC2)c(OCC)cc1NC(=O)c1ccc(OC)c(S(=O)(=O)N2CCOCC2)c1	0%	-1.8%	-0.5	48
O=C(CN1C(=O)C2CCCCC2C1=O)Nc1ccc(OC(F)F)c(Cl)c1 (configuration not stated)	-1%	0.7%[50 µM]	0.9	56
Cc1ccc(C(=O)NCCC2=CCCCC2)cc1S(=O)(=O)N1CCOCC1	1%	0.0%[50 µM]	1.3	69
O=C(NCc1ccccn1)c1cccc(NS(=O)(=O)c2ccccc2)c1	5%	1.3%[50 µM]	-0.2	56
CC1(C)O[C@@H](CC(=O)O)[C@]23CO[C@H](C(=O)[C@]4(C)C2CC[C@@]2(C)[C@H](c5ccoc5)OC(=O)C5O[C@]524)[C@@H]13 (some centres not stated)	-5%	0.6%	0.7	69
O=C(CCNS(=O)(=O)c1ccccc1Cl)N1CCN(c2ccccn2)CC1	2%	0.4%[50 µM]	0.6	41
CCc1cccc(NC(=O)CC2SC(N3CCCC3)=NC2=O)c1 (configuration not stated)	0%	0.3%[50 µM]	-1.4	43
COc1ccc(C2=NCCn3nc4cc(C(F)(F)F)ccc4c32)cc1	-2%	0.4%	1.9	61
COc1ccc(-c2cc(C(=O)N(C)CC(=O)Nc3ccccc3Cl)c3ccccc3n2)cc1OC	-9%	0.4%[50 µM]	4.8	69
O=C(CSc1nnc(NC2CCCCC2)s1)N1CCOCC1	0%	0.9%[50 µM]	0.1	47

Reprinted from the part before: three entries, then new ones.
SMILES	NS5 inhibitors	K1F lysis inhibition	NTR1 agonist	NTR1 agonist cell count 20 µM	others
COc1ccc(C2=NCCn3nc4cc(C(F)(F)F)ccc4c32)cc1	-2%	0.4%	1.9	61
COc1ccc(-c2cc(C(=O)N(C)CC(=O)Nc3ccccc3Cl)c3ccccc3n2)cc1OC	-9%	0.4%[50 µM]	4.8	69
O=C(CSc1nnc(NC2CCCCC2)s1)N1CCOCC1	0%	0.9%[50 µM]	0.1	47
C=CCC1CCCC(=O)N2CCCC12 (configuration not stated)	6%	0.2%	1.5	30	NS5 inhibitors pilot replicate=-2.7
CCN(CC(=O)NCc1ccc(Cl)cc1)C(=O)CCC(=O)c1ccc(C)cc1	-2%	-0.1%[50 µM]	-0.3	68
COc1ccc2[nH]c3c(c2c1)CCN1C(=O)C(CC(=O)NCc2cccc(C(F)(F)F)c2)C[C@H](C(=O)N(C(C)C)C(C)C)[C@@]31C (some centres not stated)	-6%	0.5%	7.3	51	NS5 inhibitors pilot replicate=-6.1
Cc1ccc(-n2ccnc2SCC(=O)c2c(N)n(C3CC3)c(=O)[nH]c2=O)cc1C	-6%	0.4%[50 µM]	0.0	73
Cc1cccc(NC(=O)CSc2nc3[nH]c(=O)cc(O)c3s2)c1	-5%	-1.1%[50 µM]	0.7	87
Cc1ccc(C)c(S(=O)(=O)N2CCN(C(=O)c3cc(-c4cccs4)nn3-c3ccccc3)CC2)c1	5%	1.0%[50 µM]	1.2	38
CC(Oc1ccc(Br)cc1)C(=O)NNC(=O)CCN1CCN(c2ccccc2)CC1 (configuration not stated)	-5%	0.3%[50 µM]	0.4	63
O=C(CSc1nc2c(c(=O)n1-c1ccc(F)cc1)SCC2)Nc1ccc2c(c1)OCO2	1%	0.4%	-1.4	60
O=S(=O)(NCCN1CCN(S(=O)(=O)c2ccccc2F)CC1)c1ccccc1F	1%	0.9%	0.1	61
CCCCOc1cc(NCc2ccccc2)c2ncn(C(C)C)c2c1	-2%	2.7%	14	54
Cc1ccc(NC(=O)COc2coc(CN3CCN(c4ccccc4)CC3)cc2=O)cc1	-2%	-0.6%	-0.2	70
CCCCn1c(N)c(N(CC(C)C)C(=O)CCNC(=O)c2ccc(Cl)cc2)c(=O)[nH]c1=O	-4%	0.7%[50 µM]	-0.8	53
Cc1nc2ccc(NS(=O)(=O)c3ccc(F)cc3F)cc2s1	-4%	0.4%[50 µM]	-0.3	73
COCCNc1nnc(SCC(=O)Nc2nnc(-c3ccccc3)o2)s1	-7%	0.7%[50 µM]	0.8	68
Nc1ccc2sc(N)nc2c1	3%	0.9%	2.3	51
Cc1c(NS(=O)(=O)c2cc(C(=O)NCC3CCCO3)cc(Cl)c2Cl)c(=O)n(-c2ccccc2)n1C (configuration not stated)	7%	1.1%[50 µM]	-0.8	64
CC(=O)c1cccc(-c2csc(N3CCC(C(N)=O)CC3)n2)c1	-10%	-0.4%	4.5	57
Cc1ccc(NC(=O)Cn2nc(C(=O)O)c3ccccc3c2=O)cc1S(=O)(=O)N1CCCCC1	-5%	-0.2%	4.0	54
COc1ccc(NC(=O)c2ccc(S(=O)(=O)N3CC(C)CC(C)C3)cc2)cc1S(N)(=O)=O (configuration not stated)	-9%	0.8%[50 µM]	0.8	99
O=C(O)C1(O)C[C@H](O)C(O)[C@@H](O)C1 (some centres not stated)	-6%	0.2%	2.8	61
CCN(CC(=O)NC1CCS(=O)(=O)C1)S(=O)(=O)c1c(C)c(C)cc(C)c1C (configuration not stated)	0%	1.0%[50 µM]	-0.4	50
COc1cccc(N2CC(NC(=O)C(=O)c3c[nH]c4ccccc34)CC2=O)c1 (configuration not stated)	-11%	1.5%[50 µM]	-1.0	60
Cc1cc(NC(=O)COC(=O)c2nccnc2N)n(-c2ccccc2)n1	3%	1.6%	-0.3	64
COc1ccc(-c2sc3ccc(-c4ccc5c(c4)OCO5)cc3c2-c2ccc(OC)nc2)cc1	-5%	1.5%	-0.9	66
COc1cc2c(C#CCCCO)c(-c3ccc(C#N)cc3)oc(=O)c2cc1OC	3%	2.9%	6.2	91

Filtered by structure, those above containing a thiophene ring, fused or not
SMILES	NS5 inhibitors	K1F lysis inhibition	NTR1 agonist	NTR1 agonist cell count 20 µM	others
COc1ccc(-c2c(C#Cc3ccsc3)c3cc(-c4cccc5[nH]ccc45)ccc3n2C)cc1	-4%	0.3%	-0.1	52
Cc1ccc(C)c(S(=O)(=O)N2CCN(C(=O)c3cc(-c4cccs4)nn3-c3ccccc3)CC2)c1	5%	1.0%[50 µM]	1.2	38
COc1ccc(-c2sc3ccc(-c4ccc5c(c4)OCO5)cc3c2-c2ccc(OC)nc2)cc1	-5%	1.5%	-0.9	66

By substructure: the entries above with a CF3 group (two)
SMILES	NS5 inhibitors	K1F lysis inhibition	NTR1 agonist	NTR1 agonist cell count 20 µM	others
COc1ccc(C2=NCCn3nc4cc(C(F)(F)F)ccc4c32)cc1	-2%	0.4%	1.9	61
COc1ccc2[nH]c3c(c2c1)CCN1C(=O)C(CC(=O)NCc2cccc(C(F)(F)F)c2)C[C@H](C(=O)N(C(C)C)C(C)C)[C@@]31C (some centres not stated)	-6%	0.5%	7.3	51	NS5 inhibitors pilot replicate=-6.1

Other records.
SMILES	NS5 inhibitors	K1F lysis inhibition	NTR1 agonist	NTR1 agonist cell count 20 µM	others
COc1ccc2nc(NC(=O)CSCc3c(C)noc3C)sc2c1	-1%	1.3%[50 µM]	-1.4	59
O=C(CN1CCN(S(=O)(=O)c2cccc(Cl)c2)CC1)N1CCCCC1	-10%	0.4%[50 µM]	-1.6	79
COC(=O)C1=C(C)N(CCCC(=O)O)C(=O)NC1c1ccc(Cl)cc1 (configuration not stated)	-2%	0.5%	-1.1	96
COc1cc2c(cc1OC)CN(C(=O)c1cc(C3CC3)nn1-c1ccccc1)CC2	3%	0.0%[50 µM]	3.1	51
Cc1ccc(C)c(N2N=C(C(=O)Nc3ccccc3N3CCOCC3)CCC2=O)c1	-2%	-0.6%	-0.1	41
Fc1cccc(CCN2CCNC[C@@H]2c2ccccc2)c1	-5%	0.9%	0.0	56
COc1ccc(C(=O)OCC(=O)NCCc2ccc(F)cc2)cc1S(=O)(=O)N1CCOCC1	1%	1.2%[50 µM]	0.5	56
COc1ccc(CCNC(=O)c2ccccc2OCc2c(C)noc2C)cc1	-7%	0.0%[50 µM]	2.9	53
CCOC(=O)[C@H]1[C@H]2COc3ccc(C)cc3[C@@H]2N2C(=O)c3cc(Br)ccc3NC(=O)[C@@]12C	-8%	1.2%	2.2	60
CCCCn1c(N)c(N(CC)C(=O)c2ccc(N3CCCC3=O)cc2)c(=O)[nH]c1=O	1%	0.2%[50 µM]	-0.1	60
CCN1C(=NCCc2ccccn2)N[C@@H](c2cccc(C(F)(F)F)c2)C(C(=O)OC)=C1C	-2%	5.0%	4.5	57
CCCCN(C(=O)c1ccc(NC2CC2)c([N+](=O)[O-])c1)c1c(N)n(CCCC)c(=O)[nH]c1=O	4%	0.7%[50 µM]	-0.7	56
CC(=O)c1ccc(OCC(=O)OCC(=O)Nc2sccc2C(N)=O)cc1	-8%	0.1%	2.4	51
CN(C(=O)COC(=O)C1CCN(S(=O)(=O)c2ccc3c(c2)OCCO3)CC1)C1CCCCC1	3%	0.9%[50 µM]	0.4	57
CCCN(CC(=O)Nc1ccccc1C)C(=O)COC(=O)CSc1ccc([N+](=O)[O-])cc1	-8%	-0.3%[50 µM]	0.0	76
Cc1ccc(S(=O)(=O)NCC(=O)NNC(=O)c2ccccc2Cl)cc1C	-7%	-0.4%	1.5	70
Cc1ccc(NC(=O)c2cnccn2)cc1S(=O)(=O)N1CCCCCC1	2%	-2.8%	7.4	47
COc1ccc(S(=O)(=O)Nc2cccc3c2O[C@H](CN(C)C(=O)Nc2ccc(C(F)(F)F)cc2)[C@@H](C)CN([C@H](C)CO)C3=O)cc1	-2%	2.2%	9.8	48
CC(=O)Nc1ccc(S(=O)(=O)NCC(=O)OCC(=O)NNC(=O)c2ccccc2)cc1	-7%	0.1%[50 µM]	-2.7	69
Cc1ccc(NC(=O)CSc2ccc(Br)cc2)cc1S(=O)(=O)N1CCOCC1	-2%	0.1%[50 µM]	5.7	73
CCN1C(=O)[C@H]2[C@@H](c3ccc(C)cc3)N3C(=O)N(c4cccc(Cl)c4)C(=O)[C@@]3(C)[C@H]2C1=O	-4%	-0.7%	-5.1	101
Cn1cccc1C(=O)NC(=O)COC(=O)CCNS(=O)(=O)c1ccc(Cl)cc1	-3%	0.7%[50 µM]	-1.5	57
C[C@]12c3[nH]c4cc(-c5ccco5)ccc4c3CCN1C(=O)[C@@H](CC(=O)NCCC1=CCCCC1)C[C@@H]2C(=O)N1CCOCC1	-12%	-0.1%	6.2	64	NS5 inhibitors pilot replicate=-1.5
CC(=O)NC12CC3CC(C1)CC(C(=O)NCC(=O)Nc1c(C)cc(C)cc1C)(C3)C2	10%	0.5%[50 µM]	-2.5	51
O=S(=O)(NCC(c1cccs1)N1CCc2ccccc2C1)c1ccccc1 (configuration not stated)	0%	-0.1%[50 µM]	3.3	72
CCN(CC(=O)Nc1c(F)cccc1F)C(=O)c1ccc(N2C(=O)c3ccccc3C2=O)cc1	-3%	1.0%[50 µM]	-0.7	54
O=C1CCCC(=O)C1C(c1ccc(Cl)cc1)C1C(=O)CCCC1=O	-3%	0.5%[50 µM]	-1.1	53
COc1ccc(OCCCC(=O)OCC(=O)c2ccc3c(c2)NC(=O)CO3)cc1	0%	-0.6%[50 µM]	0.1	66
C=CCn1c(SCC(=O)c2ccc(O)c(O)c2)nnc1-c1ccc(C)cc1	19%	3.9%	2.1	62
